Insulin prom up – MIN6 insulin promoter up-regulation. MIN6 insulin promoter-GFP reporter, high-content imaging; active compounds read high. z-score at 5 µM. actives 0.3% (n = 190,000). AID 1625;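 active = z-score above 3 at 5 µM with at least 500 cells counted in the well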
CSM14.1 death rescue – protection against thapsigargin-triggered cell killing – 384-well, CSM14.1, ATP luminescence, primary screen (AID 1222) | CSM14.1 thapsigargin-induced death rescue, ATP luminescence; higher % means a stronger effect | cellular ATP content (survival), % at 20 µM; hits with a dose series show EC50 in µM | 190,000 tested, under 10 active;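 active = EC50 below 50 µM in the dose-response confirmation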;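 note: death triggered by thapsigargin at about 15 µM added after 2 h compound pretreatment; cell ATP read after overnight thapsigargin exposure of roughly 18 to 22 hours; normalized against plate controls of thapsigargin alone and 5% DMSO vehicle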
XIAP displacement – small molecules displacing peptide from XIAP – biochemical, IAP family, fluorescence polarization (AID 1018); XIAP BIR domain, fluorescence polarization peptide displacement; higher % means a stronger effect; displacement, % at 20 µM; hits with a dose series show IC50 in µM; actives 0.007% (n = 200,000); in the data active = displacement above about 50%; note: a part of the inactive calls stands beside numbers as strong as those of hits
Dynein transport – blocks dynein driven cargo transport along microtubules | 3617.4 mouse cells, GR-EGFP nuclear translocation imaging; test concentration mostly 20 µM; stimulated with dexamethasone, 1 µM; active compounds read low | z-score, hits read low | actives 0.47% (n = 220,000);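 active = plate z-score of nuclear minus cytoplasmic receptor signal below a set negative limit, without overly bright fluorescence or cell loss, cut at about -3.5 in these data, passing the limit was not always enough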;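 note: z-score of nuclear minus cytoplasmic ring GR-EGFP intensity difference per well; some compounds called inactive have numbers as strong as hits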
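Schedule: 48 h induction, then 1 h compound, then 30 min agonist, 37 °C. Buffer or medium: tetracycline-free induction medium containing charcoal-stripped FBS. Reagent: 1.0 µM final dexamethasone stimulus. Evaluation: nuclear versus cytoplasmic GR-EGFP signal, averaged per well. Signal: high-content fluorescence imaging after fixation.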
b-catenin transl – alters nuclear translocation of beta-catenin in HeLa cells. immunofluorescence imaging. nuclear translocation activity, % at 5 µM. actives 0.3% (n = 190,000);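 active = nuclear translocation activity above 50% at 5 µM, with a well cell count of 50 or more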;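 note: per-cell ratio of nuclear to cytoplasmic median beta-catenin stain intensity; plate controls were DMSO negative control for no effect and GSK-3 inhibitor IX positive control for full effect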
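Read-out: Nuclear/cytoplasmic beta-catenin signal ratio, % activation | Assay system: Human HeLa cell line | Times: 24 h compound exposure at 37°C, 5% CO2 | Signal: Fluorescence imaging of beta-catenin antibody stain plus DAPI | Dosing: 5 µM primary, 0.02–20 µM confirmation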
Autophagy mod – modulators of autophagy. MEF GFP-LC3 puncta imaging; test concentration mostly 10 µM. calls only at 10 µM (by protocol). actives 0.98% (n = 190,000);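 active = percentage of spot-positive cells more than 3 SD above its plate mean, without a fluorescence outlier flag or 80% toxicity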;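 note: spot-positive cell cutoff set from DMSO-treated cells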
Hep lipid drop – hepatic lipid droplet formation modulation. AML12 mouse hepatocytes, oleate lipid droplets, BODIPY imaging. inhibition, % at 6.5 µM. actives 0.4% (n = 240,000);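 active = lipid droplet intensity inhibited by at least 50%, with more than 500 cells counted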
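Test system: AML12 mouse liver cells; schedule: overnight exposure; technique: high-content imaging of BODIPY-stained droplets and DAPI nuclei; read-out: % inhibition of corrected integrated BODIPY droplet signal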
WT yeast gro inh – growth inhibition of WT yeast, mitochondrial fusion screen. inhibition, % at 10 µM. actives 2.1% (n = 190,000). AID 1362. mitochondrial fusion phenotypic screen, WT strain; in the data active = inhibition above about 58%; tested in S. cerevisiae
MT stabilize HCS – microtubule stabilization, imaging screen | HeLa tubulin immunostaining HCS, 24 h; share of cells brighter than vehicle mean+2SD | % tubulin-high responders, % at 10 µM | actives 0.83% (n = 200,000);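 active = plate Z-score above 3 for both tubulin-high and condensed-nucleus cell shares, with cell loss under 80%, at 10 µM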;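 note: anti alpha tubulin signal scored within the nucleus-defined area of each cell; some results filed as inactive read as strong as hits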
WT yeast gro inh mutant strain – recorded beside WT yeast gro inh, whose call it bears; inhibition, %; mitochondrial fusion phenotypic screen, mutant strain inhibition
Dynein transport cytoplasmic EGFP – also measured in Dynein transport; calls as there; z-score; measured here: cytoplasmic GR-EGFP intensity; active compounds read high
Dynein transport nuclear GR-EGFP – also measured in Dynein transport; calls as there; z-score; measured here: nuclear GR-EGFP intensity;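 lower value marks the stronger effect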
Dynein transport cell count – also measured in Dynein transport; calls as there; z-score; measured here: cell count per field
Insulin prom up cell count – also measured in Insulin prom up; calls as there; cell count; measured here: cytotoxicity, nuclei count;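 total cells summed across four imaged fields per well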
Hep lipid drop cells 6.5 µM – further read-out of Hep lipid drop, marked with its call; cell count; measured here: cell count, cytotoxicity flag;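 cells counted across two imaged fields per well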
b-catenin transl cell count 5 µM – also measured in b-catenin transl; calls as there; cell count; measured here: cell count, cytotoxicity flag
MT stabilize HCS Hoechst-high % – further read-out of MT stabilize HCS, marked with its call; % Hoechst-high responders; measured here: nuclear condensation Hoechst responders;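 share of cells brighter than vehicle mean plus two SD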
MT stabilize HCS cytotoxicity % – recorded beside MT stabilize HCS, whose call it bears; toxicity, %; measured here: cytotoxicity by cell density;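 0% = mean cell density of plate MIN control wells and 100% = no cells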
Autophagy mod cell loss 18 h – also measured in Autophagy mod; calls as there; toxicity, %; measured here: cell loss, nuclei count;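 cell loss after 18 h compound exposure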
An asterisk follows results filed as active; i = inactive; / = no result given; + = active, no number.

SMILES	Insulin prom up	Insulin prom up cell count	CSM14.1 death rescue	XIAP displacement	Dynein transport	Dynein transport cytoplasmic EGFP	Dynein transport nuclear GR-EGFP	Dynein transport cell count	b-catenin transl	b-catenin transl cell count 5 µM	Autophagy mod	Autophagy mod cell loss 18 h	Hep lipid drop	Hep lipid drop cells 6.5 µM	WT yeast gro inh	WT yeast gro inh mutant strain	MT stabilize HCS	MT stabilize HCS Hoechst-high %	MT stabilize HCS cytotoxicity %
COc1ccc(S(=O)(=O)N(C)C)cc1NCC(=O)Nc1ccc(F)cc1F	0.32	1256	-4.4%	-5.5%	0.512	-0.222	-0.0256	-0.569	3.1	865	i	-6.6	-1.2	666	0.9	-18.5	4.2	3.1	5.4
Cc1cccc(NC(=O)CO/N=C/c2ccc3c(c2)OCO3)c1	1.63	1505	4.1%	-2.8%	0.534	-0.249	0.199	-0.127	-0.1	1101	i	9.0	-3.2	537	2.4	-3.8	1.1	2.0	5.6
CCn1c(NC(=O)C2CCCCC2)nc2ccccc21	0.92	1197	-3.5%	-7.4%	0.00896	-0.273	-0.015	0.732	-3.5	537	i	11.4	-15.3	643	-6.0	-8.0	2.8	2.7	2.2
COc1ccc(CCN2C(=O)N(c3ccc(OC)cc3)C(=O)C2CC(=O)Nc2ccc(OC)cc2)cc1 (stereo not drawn)	0.18	797	/	/	1.35	-0.214	1.45	-1.4	-0.8	1364	/	/	-20.2	635	/	/	/	/	/
O=C(CCCCCN1C(=O)c2cccc3cccc(c23)C1=O)N1CCOCC1	-0.4	1295	-0.6%	-5.4%	1.86	-0.0677	1.3	-0.943	-2.2	1145	i	-4.8	-3.7	658	20.0	10.8	2.8	2.3	2.1
Cc1c(C(=O)Nc2ccc(S(N)(=O)=O)cc2)oc2ccc(Cl)cc12	0.08	1344	-0.6%	-9.3%	-0.408	-0.337	-0.127	0.0684	0.3	1405	i	2.6	9.4	685	1.6	10.2	0.9	1.1	4.3
COc1ccc(Nc2nc(C(=O)NCCCN3CCOCC3)cs2)cc1	-1.43	1066	-1.6%	-11.7%	-0.56	0.382	-0.262	-1.28	-2.2	636	i	15.6	/	/	-14.0	3.2	6.5	2.0	7.8
COc1ccccc1N1C(=O)C2ON(c3ccccc3)C(c3ccc(N(C)C)cc3)C2C1=O (stereo not drawn)	-0.12	1561	-2.1%	-4.1%	-1.61	-0.221	-1.1	1.48	1.7	1068	i	6.4	-2.9	660	14.7	3.9	4.6	1.8	7.2
COCC(=O)OCC(=O)N1N=C(c2ccc(Cl)cc2)CC1c1ccco1 (stereo not drawn)	0.4	1262	-0.7%	-6.7%	0.414	-0.106	0.123	-0.735	0.9	1141	i	9.8	3.8	703	-2.0	-19.1	1.6	1.2	7.0
O=C(Cc1ccccc1Cl)Nc1nc2ccccc2[nH]1	0.75	1395	/	/	0.421	-0.202	-0.0678	-0.535	-0.5	1235	/	/	8.3	659	/	/	/	/	/
CC(=O)c1cccc(NC(=O)C(CC(C)C)NC(=O)C2CCCCC2)c1 (stereo not drawn)	-0.21	1113	-3.0%	-9.5%	-0.374	-0.278	-0.198	0.624	-1.4	976	i	-25.5	-9.1	789	5.1	3.2	3.5	2.4	3.9
CC(NC(=O)CCc1ccccc1)c1cc2c(cc1Cl)OCCO2 (stereo not drawn)	-0.61	1343	-1.8%	-4.2%	1.92	-0.328	0.404	-0.323	-0.6	457	i	11.0	-16.8	678	-11.5	-11.9	1.9	4.7	8.8
COc1ccc([N+](=O)[O-])cc1NCc1ccco1	0.16	1014	/	/	3.08	-0.255	1.86	-2.58	0.3	1279	/	/	-13.1	712	/	/	/	/	/
COc1ccc(OCCSc2nc(N)cc(N)n2)cc1	/	/	-2.0%	-2.3%	-0.389	-0.105	-0.189	0.192	/	/	i	9.8	26.7	824	-22.6	-10.9	2.3	2.2	6.9
O=C(O)CCC(=O)N1CCC[C@H]1C(=O)O	0.29	1086	/	/	0.485	-0.647	0.73	-1.3	-0.8	1200	/	/	-5.4	791	/	/	/	/	/
Cc1c(NC(=O)C(C)OC(=O)CCC2CCCC2)c(=O)n(-c2ccccc2)n1C (stereo not drawn)	1.44	1176	0.8%	-5.4%	-0.832	-0.15	-0.424	0.768	-0.6	1088	i	8.2	4.9	694	1.9	-4.7	2.5	1.3	6.5
CCCOC(=O)/C(=C\c1ccc([N+](=O)[O-])o1)NC(=O)c1ccccc1	-0.15	724	-0.9%	-9.9%	-0.973	0.55	-0.537	0.933	-3.2	1233	+	49.6*	-6.8	784	0.6	-6.3	2.8	2.1	5.8
O=[N+]([O-])c1cccc(-c2nnc3c4ccccc4c4ccccc4n23)c1	0.56	888	1.8%	-2.0%	-0.00649	1.22	0.469	0.483	2.5	945	i	6.3	-1.1	771	/	/	2.7	2.5	4.5
CC12CN(C(=O)c3ccc(Cl)cc3)C3(C#N)CC1CCC23C (stereo not drawn)	0.04	920	-0.8%	-7.0%	-0.0698	-0.253	0.266	-0.0991	/	/	i	-10.4	6.9	727	4.4	-1.7	1.0	1.8	10.1
CC(=O)Nc1nnc(-c2ccccn2)o1	1.83	1592	-2.4%	1.1%	-0.209	-0.21	-0.0345	2.12	-3.0	1084	i	17.5	2.1	520	2.9	17.8	2.4	2.0	1.6
Cc1nn(CC(=O)Nc2ccc3c(c2)oc2ccccc23)c(=O)c2ccccc12	-0.11	1250	-0.8%	-2.5%	-0.0733	-0.232	-0.0534	0.231	3.3	1087	i	-14.7	/	/	9.3	1.8	4.5	2.0	1.7
Cn1c(=O)[nH]c(=O)c2c1nc(N1CCN(CCO)CC1)n2CCSc1nc2ccccc2s1	0.38	984	0.1%	-5.4%	1.25	-0.0491	0.899	-0.692	/	/	i	-4.0	/	/	-0.4	-8.5	3.0	2.0	9.6
CCOc1cc(C(=O)NCCOC)ccc1OC	-0.3	1294	-1.1%	-0.3%	0.471	-0.232	0.398	-0.118	5.7	1125	i	5.1	2.7	749	9.6	12.8	5.0	2.0	2.8
COc1ccc(NC(=O)/C(=C\c2cc(OC)c(OC)cc2[N+](=O)[O-])NC(=O)c2ccccc2)cc1	0.06	1639	-0.7%	-1.2%	-0.0504	-0.179	-0.317	-0.436	1.6	1390	i	-18.6	/	/	-11.9	0.1	3.0	1.7	6.8
Nc1nc(-c2ccccc2)c(-c2ccc([N+](=O)[O-])cc2)s1	-0.02	1227	0.0%	-2.4%	-3.29	7.47	-0.5	0.941	-1.3	1129	i	22.2	10.9	726	71.8	79.5	6.2	2.0	7.0

The listing continues.
SMILES	Insulin prom up	Insulin prom up cell count	CSM14.1 death rescue	XIAP displacement	Dynein transport	Dynein transport cytoplasmic EGFP	Dynein transport nuclear GR-EGFP	Dynein transport cell count	b-catenin transl	b-catenin transl cell count 5 µM	Autophagy mod	Autophagy mod cell loss 18 h	Hep lipid drop	Hep lipid drop cells 6.5 µM	WT yeast gro inh	WT yeast gro inh mutant strain	MT stabilize HCS	MT stabilize HCS Hoechst-high %	MT stabilize HCS cytotoxicity %
Cc1ccn2cc(CCNS(=O)(=O)c3ccc4c(c3)CCCC4)nc2c1	0	1252	-2.0%	-4.7%	0.0266	-0.213	1.01	-1.01	1.5	537	i	14.3	-28.7	722	-15.6	-24.1	3.1	1.8	5.6
c1ccc(OCCSc2nnnn2-c2ccccc2)cc1	-0.16	977	-1.4%	-3.0%	0.0326	-0.244	0.173	-0.0166	-0.8	1136	i	5.4	/	/	19.5	26.1	2.0	2.1	5.4
Cn1nnnc1SCCNC/C=C/c1ccccc1	0.53	1193	0.4%	-5.9%	-0.192	0.101	-0.0166	0.162	-1.2	1156	i	-13.9	/	/	-7.7	-2.7	1.8	1.3	10.4
CCOCCCNC(=O)C(c1ccccc1)N(Cc1cccs1)C(=O)c1ccccc1O (stereo not drawn)	-0.77	1315	-4.0%	-5.3%	-0.0678	-0.0943	0.209	0.721	0.7	1262	i	24.2	-2.5	708	-0.9	7.4	2.0	2.7	0.1
CN(Cc1ccccc1)C(=O)COc1ccc(N(C)S(=O)(=O)c2ccc(F)cc2)cc1	-0.16	971	/	/	-0.456	-0.257	-0.11	1.09	0.3	1291	/	/	-30.1	712	/	/	/	/	/
COc1ccc(C(=O)Nc2ccc(NC(=O)c3cccs3)cc2)cc1[N+](=O)[O-]	-0.47	1435	2.9%	0.9%	0.113	-0.185	0.129	-0.332	1.4	1048	i	18.5	30.6	649	-16.0	-4.0	5.8	1.6	4.4
Cc1cccc2cncc(OCc3nnc(SC(F)F)n3C)c12	-0.86	1185	0.5%	-3.2%	-0.0873	-0.233	-0.443	-0.0243	0.4	1083	i	11.1	20.8	698	-9.6	5.2	1.7	2.5	8.6
S=C(NCc1ccccc1)N1CCN(c2cccc(Cl)c2)CC1	-0.92	1145	-0.1%	-5.1%	-0.762	-0.28	-0.0821	0.495	1.8	1074	i	0.9	2.5	670	70.5*	64.7*	1.8	3.2	6.4
O=C(COC(=O)c1ccc(S(=O)(=O)NCc2ccco2)cc1)Nc1ncc(Cl)cc1Cl	-0.05	1425	0.6%	-10.7%	0.158	-0.228	0.281	-1.03	-0.4	527	i	8.7	1.9	599	-6.0	-14.0	2.2	5.1	8.0

Assay outcomes as filed in PubChem BioAssay.
